Bioassay records as filed in PubChem BioAssay.
FLuc stim CS – affects firefly luciferase, flagging false hits in luciferase stimulation screens; activation factor at 10 µM; ATPlite luciferase biochemical, luminescence, 10 min; 0 = ATP-free wells, 1 = DMSO control; 200,000 tested, under 10 active;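 active = luciferase activation factor, scaled between plate controls, of at least 2 with compound at 10 µM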
Target sequence (P08659 whole entry, looked up): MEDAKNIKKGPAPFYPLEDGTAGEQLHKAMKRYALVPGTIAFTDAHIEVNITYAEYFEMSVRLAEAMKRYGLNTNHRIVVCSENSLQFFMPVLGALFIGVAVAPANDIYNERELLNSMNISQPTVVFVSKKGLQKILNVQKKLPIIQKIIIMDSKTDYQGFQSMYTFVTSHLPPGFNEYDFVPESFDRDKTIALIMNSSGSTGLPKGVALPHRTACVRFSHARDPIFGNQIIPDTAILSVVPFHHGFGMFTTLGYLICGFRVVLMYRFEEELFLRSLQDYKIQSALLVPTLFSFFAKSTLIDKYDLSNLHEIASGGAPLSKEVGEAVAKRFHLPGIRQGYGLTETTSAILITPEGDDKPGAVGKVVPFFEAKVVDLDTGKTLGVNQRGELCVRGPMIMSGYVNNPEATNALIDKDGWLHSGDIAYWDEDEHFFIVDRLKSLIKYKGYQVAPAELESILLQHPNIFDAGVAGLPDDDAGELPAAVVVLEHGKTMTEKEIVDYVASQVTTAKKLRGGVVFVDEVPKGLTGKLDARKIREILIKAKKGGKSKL
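Material: luciferase plus luciferin reagent, cell-free. Medium: PBS buffer for ATP. Also added: ATP substrate, dispensed from a 10.24 µM working solution in PBS. Doses: test compounds dosed from 2 mM stocks in 100% DMSO. Incubation: 10 min post-reagent at room temperature. Technique: light output (luminescence). Read-out basis: luminescence gain marking luciferase activators.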
TNAP inh hi DEA – TNAP (human) inhibition, high acceptor; P05186; purified TNAP, CDP-star luminescence, 1 M DEA; inhibition, % at 20 µM; 200,000 tested, 0.03% active;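 active = over 50% inhibition of tissue-nonspecific alkaline phosphatase at 20 µM in the single-dose screen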;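 note: plate controls were DMSO wells for no effect and EDTA-quenched wells as full inhibition for full effect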
Target sequence (P05186 whole entry, looked up): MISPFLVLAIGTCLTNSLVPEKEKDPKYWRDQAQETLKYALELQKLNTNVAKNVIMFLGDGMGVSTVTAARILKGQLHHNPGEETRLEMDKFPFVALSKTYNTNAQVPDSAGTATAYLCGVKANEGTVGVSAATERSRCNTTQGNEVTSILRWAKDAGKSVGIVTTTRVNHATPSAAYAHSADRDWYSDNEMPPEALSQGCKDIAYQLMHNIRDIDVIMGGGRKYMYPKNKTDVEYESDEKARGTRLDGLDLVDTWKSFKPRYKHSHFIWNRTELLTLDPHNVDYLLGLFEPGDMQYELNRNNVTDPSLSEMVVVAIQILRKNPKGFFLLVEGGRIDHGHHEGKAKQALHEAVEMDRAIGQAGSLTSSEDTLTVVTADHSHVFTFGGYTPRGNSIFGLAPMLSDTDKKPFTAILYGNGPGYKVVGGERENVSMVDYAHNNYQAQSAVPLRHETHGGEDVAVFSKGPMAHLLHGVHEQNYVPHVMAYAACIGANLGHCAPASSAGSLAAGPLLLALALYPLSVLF
bIAP inhibitor – intestinal alkaline phosphatase (bovine) inhibition; 190,000 tested, under 10 active; inhibition, % at 20 µM; purified bovine IAP, CDP-star luminescence, 30 min;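 active = over 50% inhibition of intestinal alkaline phosphatase at 20 µM in the single-dose screen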
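System: Purified bovine intestinal alkaline phosphatase (IAP) enzyme | Input: IAP diluted 1/65,000,000 in the well | Also added: CDP-star chemiluminescent phosphatase substrate, 30 µM final | Dosing: 20 µM single dose | Times: Enzyme reaction for 30 min at room temperature | Detection: Luminescence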
TNAP inh no acc – TNAP (human) inhibition, acceptor-free conditions; 200,000 tested, 0.26% active; inhibition, % at 20 µM; P05186; purified TNAP, CDP-star luminescence, 30 min;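 active = tissue-nonspecific alkaline phosphatase inhibition above about 50% at 20 µM in the single-dose screen, limit read from the data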;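 note: 0% = DMSO negative control and 100% = EDTA positive control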
FLuc inh counter – counter-screen for luciferase assay inhibitors: firefly luciferase inhibition. P08659. 200,000 tested, 1.5% active. ATPLite firefly luciferase biochemical luminescence, 10 min. inhibition, % at 10 µM;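 active = inhibition above about 50% when tested at 10 µM, limit read from the data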
bIAP activator – intestinal alkaline phosphatase (bovine) activation; purified bovine IAP, CDP-star luminescence, 30 min; stronger effect = higher value; fold of DMSO-control signal, blank-subtracted; activation factor at 20 µM; 200,000 tested, 0.17% active;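 active = activation factor of 2 or more at 20 µM, a signal rise over negative controls twice the positive control's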
Lmaj promast – Leishmania major promastigote growth inhibition; 200,000 tested, 9% active; AID 1063; Leishmania major promastigotes, resazurin fluorescence viability; inhibition, % at 10 µM; in the data active = inhibition above about 50%;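 note: promastigotes grown with compound for 44 hours at 28 °C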
RAM network inh – blocks the yeast RAM network; 190,000 tested, 1.8% active; S. cerevisiae dse1pr::URA3 reporter, 5-FOA growth OD615, 2 d; analog-sensitive cbk1-as2 kinase mutant strain; inhibition, % at 50 µM; AID 868;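 active = inhibition above a set limit, 3 SD over mean compound inhibition, cut at about 8.4% in these data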;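 note: 0% = DMSO-only wells with no growth and 100% = 10 µM 1-NA-PP1 full growth; inhibition rescues growth on 5-FOA so higher OD means more RAM inhibition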
TNAP act hiacc – TNAP (human) activation, high acceptor | 200,000 tested, under 10 active | purified TNAP, CDP-star luminescence, 1 M DEA, 30 min; stronger effect = higher value; 0 = EDTA background, 1 = DMSO-only activity | activation factor at 20 µM | AID 1136;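 active = activation factor at least 2 at 20 µM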
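Dosing: 20 µM single point. System: human TNAP. Amount: TNAP 1/800 final. Incubation: 30 min, room temperature. Read-out: TNAP activation factor scaled between EDTA and DMSO control wells. Signal: luminescence from CDP-star hydrolysis. Medium: 1 M DEA, pH 9.8, Mg2+, Zn2+. Control set: EDTA negative control, DMSO positive control.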
APP 5UTR inh – APP translation inhibition | inhibition, % at 2 µM | 190,000 tested, 0.82% active | SH-SY5Y APP 5'UTR-luciferase reporter, luminescence;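 active = inhibition above a set limit, derived from the sample mean plus 3 SD, cut at about 45% in these data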; note: values of inactives mirror those of a sister screen read the other way
An asterisk follows results filed as active; / = not tested or not shown.

SMILES	FLuc stim CS	TNAP inh hi DEA	bIAP inhibitor	TNAP inh no acc	FLuc inh counter	bIAP activator	Lmaj promast	RAM network inh	TNAP act hiacc	APP 5UTR inh
COc1cc(OC)c(NS(=O)(=O)c2ccc(Cl)c(C(=O)OC(C)C(=O)N3CCCC3)c2)cc1Cl (stereo not given)	1	-1	-26	-12	-3	1.3	15	1.8	1	2
COc1ccc2c(c1OC)C(=O)OC2Nc1nc(-c2ccc(-c3ccccc3)cc2)cs1 (stereo not given)	0.3	5	25	6	74*	0.7	52*	0.3	1	-179
COc1ccc(/C=N/NC(=O)c2cc(C34CC5CC(CC(C5)C3)C4)[nH]n2)cc1OC	1	0	0	86*	-2	1	27	-0.8	1	-7
COCCOC(=O)C1=C(C)NC(=O)NC1c1c(Cl)nc2ccccn2c1=O (stereo not given)	1.1	-5	4	-6	-9	1	-1	-1.0	1	4
O=C(NCCCNCc1ccccc1)c1ccccn1	1	-7	6	-8	-2	0.9	-6	-0.1	1.1	-14
COC(=O)C(C(=O)Nc1nc2ccccc2s1)C1CCCC1 (stereo not given)	1.1	-3	-12	-12	-5	1.1	-7	-0.6	1	14
Cn1c(NCc2c(O)ccc3ccccc23)nc2ccccc21	1	-10	16	-8	-3	0.8	100*	0.1	1.1	11
COc1ccc(C(C)=O)cc1CSc1nnc(-c2ccc(Cl)cc2)n1-c1ccccc1	1	-5	-6	-6	1	1.1	13	5.5	1	-13
COc1ccccc1C(=O)Nc1ccc(CN2CCCCC2)cc1	1.1	0	0	6	-5	1	8	-0.5	1	-6
Cn1c(=O)c2cnc(N3CCOCC3)nc2n(C)c1=O	1.1	-7	3	3	-9	1	/	/	1.1	/
O=C(CCN1CCN(c2ccccc2)CC1)Nc1ccc(OCc2ccccc2)cc1	1.1	-3	17	-18	-8	0.8	3	1.4	1	-34
Cc1ccc(Cl)cc1N1CCN(CC(=O)NC2CCCc3ccccc32)CC1 (stereo not given)	1	-4	-11	1	-3	1.1	4	0.9	1	-8
COC(=O)c1ccc2c(c1)C(C)(C)C(/C=C/c1ccc(OC)c(OC)c1OC)=[N+]2C	1.1	-4	5	-5	-8	0.9	101*	3.9	1	29
CCc1ccc(OC)c(-c2csc(N)n2)c1	1.1	-8	7	-13	-7	0.9	0	0.7	1.1	-28
O=C(/C=N/O)NCCCn1ccnc1	1	-7	2	-13	-2	1	-7	1.7	1.1	-4
N#Cc1cn(-c2ccccc2)nc1-c1cc2ccccc2oc1=O	1.1	-6	15	-8	-6	0.9	-5	1.5	1.1	-4
CCCCCCn1ccc(=N)cc1	1	-8	11	-11	-1	0.9	2	2.4	1.1	2
COc1ccc(-c2nncnn2)cc1	1	0	7	-2	-4	0.9	97*	-1.8	1	0
CCN(CC)C(=O)C(=O)c1cc(C)n(-c2ccc(F)cc2)c1C	1	0	-4	-13	-4	1	-5	1.4	1	-38
CCC[C@@H]1C[C@@]1(CCC)[C@@H](NP(=O)(c1ccccc1)c1ccccc1)c1ccc(C(=O)OC)cc1	1	-7	8	-33	-2	0.9	29	5.8	1.1	8
CC(Oc1ccc(Cl)cc1Cl)C(=O)NCCCCc1ccccc1 (stereo not given)	1.1	-4	-11	-11	-6	1.1	5	0.5	1	-5
COC(=O)/C(=C(/F)SCC(C)=O)C(F)(F)F	1.1	-3	6	-13	-6	0.9	0	1.1	1	-8
COc1cccc(Nc2cc(N3CCOCC3)c3nonc3c2[N+](=O)[O-])c1	1.1	8	2	19	-7	1	13	2.2	0.9	1
COc1ccc(NC(=O)C2CCCNC2)cc1OCC(C)C (stereo not given)	1	-5	-2	-11	-1	1	1	2.0	1.1	-5
COc1ccc(NC(=O)CN(C)CC(=O)Nc2ccc(Cl)c(S(=O)(=O)N(C)C)c2)cc1	1	-5	-8	-8	-4	1.1	-3	0.1	1.1	17

Next part (6 carried over from the part before).
SMILES	FLuc stim CS	TNAP inh hi DEA	bIAP inhibitor	TNAP inh no acc	FLuc inh counter	bIAP activator	Lmaj promast	RAM network inh	TNAP act hiacc	APP 5UTR inh
CCC[C@@H]1C[C@@]1(CCC)[C@@H](NP(=O)(c1ccccc1)c1ccccc1)c1ccc(C(=O)OC)cc1	1	-7	8	-33	-2	0.9	29	5.8	1.1	8
CC(Oc1ccc(Cl)cc1Cl)C(=O)NCCCCc1ccccc1 (stereo not given)	1.1	-4	-11	-11	-6	1.1	5	0.5	1	-5
COC(=O)/C(=C(/F)SCC(C)=O)C(F)(F)F	1.1	-3	6	-13	-6	0.9	0	1.1	1	-8
COc1cccc(Nc2cc(N3CCOCC3)c3nonc3c2[N+](=O)[O-])c1	1.1	8	2	19	-7	1	13	2.2	0.9	1
COc1ccc(NC(=O)C2CCCNC2)cc1OCC(C)C (stereo not given)	1	-5	-2	-11	-1	1	1	2.0	1.1	-5
COc1ccc(NC(=O)CN(C)CC(=O)Nc2ccc(Cl)c(S(=O)(=O)N(C)C)c2)cc1	1	-5	-8	-8	-4	1.1	-3	0.1	1.1	17
Cc1ccc(-c2n[nH]c(=S)n2/N=C\c2ccco2)cc1	1	5	0	22	0	1	-4	1.9	1	7
CCOc1ccc2ccccc2c1C1NC(=S)N(C)C(C)=C1C(=O)OC (stereo not given)	1	0	-8	-1	-5	1.1	8	2.5	1	-7
COC(CN(C(=O)CCl)C(C(=O)NC1CCCCC1)c1ccc(C)cc1)OC (stereo not given)	1.1	-4	5	-6	-7	1	72*	2.1	1	4
CC(=O)Nc1ccc(NC(=O)CN(c2cccc(C(C)=O)c2)S(C)(=O)=O)cc1	1	-5	6	-13	-2	0.9	-3	1.0	1.1	7
COc1ccc2c(CC(=O)Nc3ncc(C)s3)coc2c1	0.8	-4	6	-13	18	0.9	-5	4.5	1	-89
O=c1n(Cc2ccc(Cl)cc2)c2sc3c(c2c2ncnn12)CCCC3	1	2	7	-4	-1	0.9	15	3.0	1	7
NC(=O)C1CCN(Cc2nnnn2Cc2ccco2)CC1	1.1	-5	8	6	-9	0.9	-5	0.6	1	-24
COc1ccc(NC(=S)N/C(=N/CS(=O)(=O)c2ccccc2)c2ccccc2)cc1	1	-5	33	-7	-3	0.7	22	2.0	1.1	-47
N#CCCN(Cc1cccnc1)C(=S)Nc1ccccc1Cl	1.1	-3	4	-4	-6	1	23	-1.2	1	16
CCn1c2ccccc2c2cc(NC(=O)CCCN3C(=O)CCC3=O)ccc21	0.9	2	-5	-4	6	1	5	-0.7	1	-9
Cc1c(C(=O)NCCO)sc2nc3n(c(=O)c12)CCC3	1.1	-9	8	-10	-6	0.9	-6	1.8	1.1	-7
Cn1c(=O)n(Cc2ccc(F)cc2)c(=O)c2c1nc1n2CCCN1Cc1ccccc1	1	-6	-12	-9	-4	1.1	10	4.2	1.1	1
CCOC(=O)C1CCN(C(=O)c2ccc3c(SCC(=O)O)c4c(nc3c2)CCCC4)CC1	1	-1	-3	-6	-1	1	0	-0.2	1	-3
Cc1cn2c(-c3cccnc3)nnc2s1	1	-3	10	-10	-3	0.9	-3	0.1	1	-3
COc1ccc(C(=O)c2ccc([N+](=O)[O-])cc2Cl)cc1	1	1	-2	-5	2	1	8	0.0	1	4
COC(=O)c1ccc(NC(=O)COC(=O)C2CC(=O)N(Cc3ccccc3)C2)cc1 (stereo not given)	1	0	5	4	-2	0.9	-3	0.0	1	2
Cc1cc(C(=O)Nc2ccc(S(=O)(=O)N3CCCC3)cc2)no1	1	-6	-3	-12	-4	1	11	1.9	1.1	-5
NC(=O)c1cc[n+](CC(=O)c2ccc(NC(=O)c3ccccc3)cc2)cc1	1	32	27	30	2	0.7	-6	2.6	0.7	-7
Clc1ccccc1/C=N/NC1=Nc2cccc3cccc1c23	0.7	18	-63	-17	31	1.6	9	3.6	0.8	-171
O=C(N/C=N/OCc1ccc(Cl)cc1Cl)NOCc1ncc(C(F)(F)F)cc1Cl	1.1	-3	-43	-3	-6	1.4	-2	8.0	1	3
O=C(Nc1nc(-c2ccco2)cs1)c1ccccc1	0.8	-8	2	-16	17	1	3	-0.2	1.1	-22
O=c1c2ccccc2c(/C=N/n2cnnc2)c(O)n1-c1ccccc1F	1.1	-4	1	-14	-6	1	/	0.5	1	/
COc1ccc(-n2nnc3c(SCC(=O)NCC4CCCO4)ncnc32)cc1 (stereo not given)	0.6	-4	9	-10	38	0.9	75*	0.5	1	-10
O=C(OCc1ccc(Cl)cc1)c1cnccn1	1	2	8	-6	3	0.9	5	-0.2	1	-4
O=C(NCCNc1ccc(Cl)cc1[N+](=O)[O-])c1cccnc1	1	9	17	4	-2	0.8	10	0.8	0.9	-4
SMILES	FLuc stim CS	TNAP inh hi DEA	bIAP inhibitor	TNAP inh no acc	FLuc inh counter	bIAP activator	Lmaj promast	RAM network inh	TNAP act hiacc	APP 5UTR inh
CC(C)(C)NC(=O)CSc1nc(N)cc(=O)[nH]1	1	2	13	-3	-2	0.9	-7	5.3	1	-25
Cc1nc2scc(-c3cccs3)c2c(=O)n1N	1	0	-37	-3	-3	1.4	17	-0.5	1	0
CC(C)OP(=O)(OC(C)C)C(NC(=O)c1ccc(Br)cc1)c1ccccc1 (stereo not given)	1.1	-3	6	-9	-9	0.9	14	3.0	1	0
Cc1ccccc1OCCCn1c(=O)sc2ccccc21	0.8	-6	48	-12	17	0.5	0	0.4	1.1	-70
CCOc1cc(CNc2ccc3c(c2)OCCO3)cc(Br)c1OCC(N)=O	1.1	-4	6	-10	-6	0.9	10	1.8	1	-1
CCCCCn1c(CN2CCN(c3cc(Cl)ccc3C)CC2)nc2c1c(=O)[nH]c(=O)n2C	1	-5	-4	-15	-4	1	35	0.9	1.1	19
COC(=O)c1nnn(-c2nc(N(C)C)nc(N(C)C)n2)c1C	1	0	-3	2	2	1	16	1.3	1	12
CCOC(=O)C1(C(F)(F)F)N=C(N(C)C)OC(N(C)C)=N1	1.1	-1	2	-8	-7	1	2	0.2	1	-3
CC(C)=CC(=O)Nc1ccccc1Br	1	-5	6	-4	-4	0.9	2	-0.6	1	17
Cc1cc(S(=O)(=O)n2cnc3cc([N+](=O)[O-])ccc32)ccc1Cl	1	-6	47	12	-2	0.5	-6	0.8	1.1	-8
COc1cccc(OC)c1C(=O)NC(=S)N1CCOCC1	1	-3	-16	-8	-4	1.2	-2	-0.1	1	21
COc1ccc(CNC(=O)c2nnn(-c3cccc(C(F)(F)F)c3)c2N)cc1	1.1	-1	10	-6	-7	0.9	2	0.4	1	-14
O=C(O)c1ccccc1-c1ccccc1C(=O)NCc1ccco1	1.1	-2	3	-16	-6	1	4	1.9	1	-10
COc1cccc(C2CC(=O)Nc3cc(OC)c(OC)c(OC)c32)c1OC (stereo not given)	1	-3	-6	-9	-2	1.1	1	1.4	1	6
O=c1c2ccc(Cl)cc2[nH]c(=S)n1Cc1cccnc1	1	1	-6	-6	-4	1.1	-6	5.1	1	-17
Cn1c(N/N=C/c2c[nH]c3ccccc23)nc2ccccc21	0.6	-1	-6	-13	38	1.1	101*	0.1	1	-81
Cc1cnc(NC(=O)CSc2nc3ccccc3s2)s1	1	2	15	8	-2	0.8	31	-0.3	1	-4

Rows are unselected. Share with any hit: about 13%.
